# TbMetRS inhib – Trypanosoma brucei MetRS inhibition; purified T. brucei MetRS, ATP depletion, Kinase-Glo luminescence; AID 624268; inhibition, % at 11.9 µM; 360,000 tested, 0.4% active;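 active means inhibition above a per-plate cutoff of the control wells' mean inhibition plus 3 SD, cut at about 5.5% in these data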;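 further: 0% = DMSO wells median and 100% = median of wells with control inhibitor compound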
#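 Material – parasite MetRS enzyme · Medium – HEPES-MgCl2-KCl buffer plus DTT, spermine, BSA, pyrophosphatase · Reagent – ATP, methionine and E. coli bulk tRNA substrates · Times – 15 min enzyme-compound preincubation, 2 h reaction, 10 min detection, 25 °C · Measured by – luminescence of leftover ATP · Evaluation – percent inhibition relative to median high and low control wells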
# PABP1 MLLE inh – inhibitors of microRNA-mediated deadenylation, human PABP1 MLLE binding | AID 588489 | GST-MLLE / FITC-PAM2 fluorescence polarization | P11940 | 360,000 tested, 0.36% active | inhibition, % at 20 µM; in the data active means inhibition above about 35%, passing the limit was not always enough;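 further: plate controls were DMSO wells with GST-MLLE for no effect and wells lacking GST-MLLE protein for full effect; some results filed as inactive read as strong as hits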
# Rin1 Abl inh – inhibitors of human Rin1-Abl protein interaction | TR-FRET Rin1/Abl binding, biochemical | inhibition, % at 7.35 µM | 360,000 tested, 0.4% active | P00519+Q13671; in the data active means inhibition above about 5%, passing the limit was not always enough
# MsrA inh – bovine MsrA inhibition; purified bovine MsrA, absorbance read-out; inhibition, % at 15.5 µM; 360,000 tested, 0.75% active; AID 651718; in the data active means inhibition above about 4.5%;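 further: 0% = vehicle wells with enzyme and 100% = reference inhibitor wells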
# Neddylation inh – blocks human cullin neddylation; TR-FRET cullin neddylation, biochemical; calls only at 25 µM; 360,000 tested, 0.58% active; AID 651699; in the data active means inhibition above about 36%
# eLon inh – inhibitors of E. coli Lon protease; P0A9M0; purified E. coli Lon protease, fluorescence polarization; inhibition, % at 7.94 µM; 360,000 tested, 0.42% active; AID 602123; in the data active means inhibition above about 13%, passing the limit was not always enough;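 further: 0% = enzyme with probe and DMSO and 100% = no enzyme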
# FAS-TE inh – inhibitors of human fatty acid synthase thioesterase domain; P49327; recombinant FAS-TE, OMFH fluorogenic substrate, fluorescence endpoint; inhibition, % at 15 µM; 360,000 tested, 0.67% active; AID 602261;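 active means compounds whose normalised, plate-corrected inhibition of enzyme fluorescence in the single-dose primary screen is 50% or more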;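 further: 0% = DMSO with enzyme and 100% = substrate without enzyme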
# MsrA act – activates bovine MsrA enzyme; purified bovine MsrA, absorbance read-out; activation, % at 10.6 µM; 360,000 tested, 0.3% active; in the data active means activation above about 7.5%;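 further: 0% = vehicle and 100% = reference activator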
# CSN deneddyl inh – blocks human CSN-mediated cullin deneddylation | inhibition, % at 12.5 µM | AID 651999 | Purified CSN, SCF-Nedd8-OG deneddylation, fluorescence polarization | Q92905 | 360,000 tested, 0.38% active;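 active means pattern-corrected inhibition above about 35%, with an unprinted fluorescence ratio check between 0.5 and 1.5, limit read from the data, passing the limit was not always enough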;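 further: 0% = enzyme with substrate and 100% = substrate without enzyme; some results filed as inactive read as strong as hits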
#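 Test system: Human Csn5 produced in HEK293T cells | Compound: 12.5 µM single point | Times: 90 min, room temperature | Signal: Fluorescence polarization readout | Read-out basis: % inhibition of substrate cleavage by Csn5 | Controls: no-enzyme wells high, enzyme-with-substrate wells low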
# * = called active by the depositor; i = inactive; x = no result given. Random draw from the library (roughly 4% active in at least one column).
SMILES,TbMetRS inhib,PABP1 MLLE inh,Rin1 Abl inh,MsrA inh,Neddylation inh,eLon inh,FAS-TE inh,MsrA act,CSN deneddyl inh
CCCNC(=O)c1ccccc1NS(=O)(=O)c1ccc(OC)c(OC)c1,-1.0,0,-2,-1.6,i,-5,-8,-10,0
CCCCN1CC(COCc2ccccc2)Oc2cccc(Oc3ccc(F)cc3)c2S1(=O)=O (stereo not drawn),0.1,3,1,0.4,i,-5,24,-4,7
CCOc1ccc(OCC)c(S(=O)(=O)NC2CC(C)(C)NC(C)(C)C2)c1,-1.2,12,1,1.6,i,-17,-7,-9,2
Cc1nc2ccccc2c(=O)n1/N=C/c1ccc(O)cc1O,-0.2,19,2,2.2,i,7,2,-1,-6
COc1ccc(C(=O)Nc2cccc(C)n2)cc1S(=O)(=O)N1CCCc2ccccc21,-0.2,-5,7,-0.1,i,-2,29,-5,6
Cc1ccccc1OCCn1cnc2cc([N+](=O)[O-])ccc2c1=O,-0.5,-22,0,1.4,i,3,19,1,-4
Cc1ccsc1C(=O)NCC(C)(C)N1CCOCC1,-0.7,1,4,0.3,i,1,-11,-10,1
CC(C)c1ncc(S(=O)(=O)c2ccc(C(F)(F)F)cn2)c(N)n1,0.5,-12,4,-0.8,i,1,-7,-3,-2
COCC1CCN(C(=O)c2ccc(OC)c(OC3CCN(C(C)C)CC3)c2)CC1,0.4,-7,3,0.9,i,6,-2,-4,-6
COc1ccc(S(=O)(=O)N(C)C[C@H]2Oc3ncc(-c4ccncc4)cc3C(=O)N([C@@H](C)CO)C[C@@H]2C)cc1,-0.9,-7,-3,-0.9,i,-9,-6,4,6

# An excerpt from above in order of their number in CSN deneddyl inh, falling:
SMILES | TbMetRS inhib | PABP1 MLLE inh | Rin1 Abl inh | MsrA inh | Neddylation inh | eLon inh | MsrA act | CSN deneddyl inh
CCCCN1CC(COCc2ccccc2)Oc2cccc(Oc3ccc(F)cc3)c2S1(=O)=O (stereo not drawn) | 0.1 | 3 | 1 | 0.4 | i | -5 | -4 | 7
COc1ccc(C(=O)Nc2cccc(C)n2)cc1S(=O)(=O)N1CCCc2ccccc21 | -0.2 | -5 | 7 | -0.1 | i | -2 | -5 | 6
Cc1ccsc1C(=O)NCC(C)(C)N1CCOCC1 | -0.7 | 1 | 4 | 0.3 | i | 1 | -10 | 1
Cc1ccccc1OCCn1cnc2cc([N+](=O)[O-])ccc2c1=O | -0.5 | -22 | 0 | 1.4 | i | 3 | 1 | -4

# (cont.)
SMILES,TbMetRS inhib,PABP1 MLLE inh,Rin1 Abl inh,MsrA inh,Neddylation inh,eLon inh,FAS-TE inh,MsrA act,CSN deneddyl inh
Cc1ccc(S(=O)(=O)Nc2c(C)nc3nc[nH]n3c2=O)c(C)c1,-0.4,-6,0,0.6,i,0,-6,-2,-1
COc1ccc(NC(=O)N(C)C[C@H]2Oc3ccc(NC(=O)Cn4cnnn4)cc3C(=O)N([C@H](C)CO)C[C@@H]2C)cc1,-0.4,1,2,1.1,i,-9,-9,3,3
O=C(CCCN1C(=O)CSc2ncccc21)N1CCN(Cc2ccccc2)CC1,-0.2,-6,2,-0.4,i,5,-5,1,-3
CC(/C=N/NC(=O)Cc1cccn1C)=C\c1ccccc1,0.0,5,0,2.0,i,-12,-5,-3,0
CCCNC1=C(N(C(C)=O)c2cccc(F)c2)C(=O)c2ccccc2C1=O,-1.1,-10,-6,22*,i,-12,-9,-9,3
O=C(NCCCN1CCCC1=O)Nc1ccc(Cl)cc1Cl,0.9,4,-1,-1.0,i,-21,-6,-1,-2
CCOCCCN(C(=O)c1snc(C(N)=O)c1N)C(C(=O)NCCC(C)C)c1ccc(Cl)cc1 (stereo not drawn),-0.1,-10,-1,-0.5,i,-5,18,-3,-2
CC1CCCCC1NC(=O)C(=O)NCC1CCCO1 (stereo not drawn),-2.0,0,5,0.4,i,1,-5,-10,-3
CCC(=O)Nc1ccccc1C(=O)N1CCN(Cc2ccccc2)CC1,-1.7,7,2,0.1,i,-5,-9,-6,2
Cc1cc(C)nc(Oc2ccc(Br)cc2)n1,-0.5,15,-3,-0.9,i,-2,-10,-7,4

# Next part (two carried over from the part before).
SMILES,TbMetRS inhib,PABP1 MLLE inh,Rin1 Abl inh,MsrA inh,Neddylation inh,eLon inh,FAS-TE inh,MsrA act,CSN deneddyl inh
CCC(=O)Nc1ccccc1C(=O)N1CCN(Cc2ccccc2)CC1,-1.7,7,2,0.1,i,-5,-9,-6,2
Cc1cc(C)nc(Oc2ccc(Br)cc2)n1,-0.5,15,-3,-0.9,i,-2,-10,-7,4
Cc1nc(N2CCCC2)c2ccsc2n1,-0.8,17,0,0.1,i,-10,-6,-3,0
CCCNS(=O)(=O)c1ccc(NC(=O)c2ccccn2)cc1,-0.3,-7,1,0.0,i,-6,-13,-1,-1
O=C(NN1C(=O)NC2(CCCCC2)C1=O)c1ccc(-c2ccccc2Cl)o1,0.2,18,-4,-0.5,i,-13,2,-3,3
Cc1cc(C)c(S(=O)(=O)NCc2cccnc2)cc1C,-0.9,6,1,-0.4,i,-4,-4,-5,-3
Cn1c(NCc2cc(Br)ccc2O)nc2ccccc21,41*,-6,1,-0.9,i,2,19,6,4
CCOC(=O)c1ccccc1N/C=C/C(=O)c1cccs1,0.1,-77,-2,-0.2,i,-13,23,-1,-4
COc1cc(CN2CCN(c3ccccc3F)CC2)c([N+](=O)[O-])cc1OC,0.5,5,4,1.2,i,1,3,-8,4
Nc1nnc(-c2ccccc2[N+](=O)[O-])o1,-0.6,17,-3,0.4,i,2,-3,-5,-1
CCc1ccc(-c2cc(C(=O)NCc3ccccn3)c3ccccc3n2)cc1,-0.1,-3,-2,1.2,i,0,11,-4,2
CCOC(=O)c1sc(/N=C/N(C)C)nc1C,0.2,-1,-2,3.1,i,-5,-3,-1,-3
CC(C)CC(=O)NCc1ccc(F)cc1,-0.1,8,-5,0.4,i,6,-7,-3,0
Cc1ccc(CCNS(=O)(=O)c2cc3c(cc2C)NC(=O)CO3)cc1,0.0,-1,1,1.0,i,-9,-1,0,-2
CCc1nnc(SCC(=O)NC2CCCC2)nc1CC,-1.5,11,3,-1.0,i,-3,-5,-12,-2
CC1CCN(C(=O)CCNC(=O)c2ccccc2)CC1,-0.3,8,0,0.0,i,4,-5,-7,-4
Nc1cc(Cl)nnc1Cl,-0.3,-14,-2,0.4,i,8,-6,-2,2
CC(C(=O)Nc1ccccn1)c1ccccc1 (stereo not drawn),-1.0,-3,0,-0.2,i,-1,3,-8,-3
Cc1ccc(CC2C(=O)N(CC(=O)O)C(=O)C2C)cc1 (stereo not drawn),-0.5,6,-1,-1.4,i,-11,-4,-1,5
O=C(CS(=O)(=O)c1cn(Cc2ccc(Cl)cc2)c2ccccc12)N1CCOCC1,-0.9,-3,5,0.3,i,-6,2,-6,-5
Cc1ccc(C(=O)N2CCN(c3cnn(C)c(=O)c3Cl)CC2)cc1,-0.4,2,-1,1.7,i,-6,-7,-6,1
NC(=O)c1ccc(SCC(=O)OCC(=O)N2CCCC2=O)c([N+](=O)[O-])c1,-0.3,20,2,0.0,i,4,10,-6,-8
CS(=O)(=O)N1CCc2cc(C(=O)N3CCN(c4ccccc4)CC3)ccc21,0.2,8,2,-0.9,i,-10,-3,-1,-1
CC1CC1C(=O)OCC(=O)c1c(N)n(C)c(=O)n(C)c1=O (stereo not drawn),0.2,-1,2,-1.6,i,-1,-6,-2,-1
Cc1cc(C)c2nc(-c3ccccn3)cc(C(=O)Nc3ccc(S(=O)(=O)Nc4cc(C)on4)cc3)c2c1,-0.3,1,-1,-0.1,i,-6,10,-6,10
O=C(Cc1csc(NC(=O)c2ccc(F)cc2)n1)NO,-0.2,2,-2,-0.4,i,8,-12,-1,-5
CCc1ccc(NC(=O)COC(=O)CCCC2=NS(=O)(=O)c3ccccc3N2)cc1,-0.6,1,0,0.9,i,1,-1,-4,0
COC(=O)c1c(C(=O)OC)c(-c2cccc(F)c2)n2c1CS(=O)C2 (stereo not drawn),-0.5,-4,-1,0.2,i,6,-6,-5,-1
c1ccc(N2CCN(c3ccccc3)C2c2ccncc2)cc1,-0.3,1,1,1.0,i,-4,10,0,3
Cc1ccc(Sc2ccc(CN3CCCC3)cc2[N+](=O)[O-])cc1,-0.4,12,-3,1.2,i,0,11,-5,-7
Cc1cc(NS(=O)(=O)c2ccc(NC(=O)/C=C/c3c(F)cccc3Cl)cc2)no1,-0.3,10,-2,1.9,i,-10,0,-2,0
CCCc1c(C(=O)N/N=C(\C)c2ccc3c(c2)OCO3)nnn1-c1nonc1N,-0.3,13,2,1.7,i,-1,-3,-2,2
COc1ccc(CN2C(=O)c3ccccc3C2OC)cc1 (stereo not drawn),1.0,-7,2,0.2,i,2,-1,-2,1
CCCCC(NC(=O)Cc1c(C)c2cc3c4c(oc3cc2oc1=O)CCCC4)C(=O)O (stereo not drawn),-0.7,10,1,1.2,x,-4,2,-11,-2
Cc1ccc(Cl)cc1N1CCN(C(=O)c2cn(C)c(=O)c3c2c2ccccc2n3C)CC1,-0.3,4,-1,-0.7,i,-3,26,-8,-2
CCN(CC)S(=O)(=O)c1ccc(N2CCN(C)CC2)c(NC(=O)Nc2ccc(C)cc2)c1,-0.5,16,1,-1.9,i,1,-2,0,2
COc1ccc(N2CCN(C(=O)Cn3nnc(-c4ccccc4N)n3)CC2)cc1,-0.6,-4,-4,0.1,i,20,3,-1,0
Cc1c(NC(=S)NC(=O)CCc2ccccc2)c(=O)n(-c2ccccc2)n1C,0.0,6,-1,-0.2,i,0,-5,-2,0
CCN(CC)S(=O)(=O)c1ccc(NC(=O)c2ccc(Sc3nncn3C)c([N+](=O)[O-])c2)cc1,-0.8,-9,-5,0.3,i,-5,5,-7,-5
Cc1ccccc1C(=O)Nc1ccnn1C1CCN(Cc2cnn(C(C)C)c2)CC1,0.1,-6,0,-0.9,i,2,-3,-4,0
CCn1c(SCC(=O)N2CCCCC2)nc(O)cc1=O,-0.3,8,2,-0.4,i,-8,-7,-3,1
CC(NC(=O)c1ccccc1NC(=O)c1ccncc1)c1ccccc1 (stereo not drawn),-0.8,-5,6,1.7,i,-2,-4,-2,-2
c1ccc2cc(Sc3ncnc4c3oc3ccccc34)ccc2c1,-0.6,1,1,0.1,i,9,23,2,-5
Cc1ccc(S(=O)(=O)NCCS(=O)(=O)N2CCN(c3ccc(F)cc3)CC2)cc1,-0.5,3,4,-1.0,i,7,6,-9,3
CCC(=O)Oc1ccc(C(=O)Nc2cccc(C(=O)NC(C)(C)C)c2)cc1,-0.2,-6,0,-0.5,i,3,4,-4,-2

# MsrA inh: what is marked active above
SMILES,TbMetRS inhib,PABP1 MLLE inh,Rin1 Abl inh,MsrA inh,Neddylation inh,eLon inh,MsrA act,CSN deneddyl inh
CCCNC1=C(N(C(C)=O)c2cccc(F)c2)C(=O)c2ccccc2C1=O,-1.1,-10,-6,22*,i,-12,-9,3

# Assay outcomes (PubChem)
